# Pf apPOL inh – Pf-apPOL inhibitors, biochemical, fluorescence; AID 1794808, 2022; inhibition, % at 10 µM; 0.25% of 210,000 active; Plasmodium falciparum apicoplast DNA polymerase (apPOL); Recombinant Pf-apPOL, molecular beacon fluorescence, 1.5 h
# mHTT CaM bind – mutant huntingtin-calmodulin interaction inhibitors – biochemical, AlphaScreen, primary screen. inhibition, % at 15 µM. AID 1671202, 2021. 3.6% of 190,000 active. AlphaScreen His-mHTT/GST-CaM binding, luminescence. P42858;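 also: 0% = both proteins with DMSO and 100% = one protein alone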
# Target sequence (P42858 whole entry, looked up, stated change not applied): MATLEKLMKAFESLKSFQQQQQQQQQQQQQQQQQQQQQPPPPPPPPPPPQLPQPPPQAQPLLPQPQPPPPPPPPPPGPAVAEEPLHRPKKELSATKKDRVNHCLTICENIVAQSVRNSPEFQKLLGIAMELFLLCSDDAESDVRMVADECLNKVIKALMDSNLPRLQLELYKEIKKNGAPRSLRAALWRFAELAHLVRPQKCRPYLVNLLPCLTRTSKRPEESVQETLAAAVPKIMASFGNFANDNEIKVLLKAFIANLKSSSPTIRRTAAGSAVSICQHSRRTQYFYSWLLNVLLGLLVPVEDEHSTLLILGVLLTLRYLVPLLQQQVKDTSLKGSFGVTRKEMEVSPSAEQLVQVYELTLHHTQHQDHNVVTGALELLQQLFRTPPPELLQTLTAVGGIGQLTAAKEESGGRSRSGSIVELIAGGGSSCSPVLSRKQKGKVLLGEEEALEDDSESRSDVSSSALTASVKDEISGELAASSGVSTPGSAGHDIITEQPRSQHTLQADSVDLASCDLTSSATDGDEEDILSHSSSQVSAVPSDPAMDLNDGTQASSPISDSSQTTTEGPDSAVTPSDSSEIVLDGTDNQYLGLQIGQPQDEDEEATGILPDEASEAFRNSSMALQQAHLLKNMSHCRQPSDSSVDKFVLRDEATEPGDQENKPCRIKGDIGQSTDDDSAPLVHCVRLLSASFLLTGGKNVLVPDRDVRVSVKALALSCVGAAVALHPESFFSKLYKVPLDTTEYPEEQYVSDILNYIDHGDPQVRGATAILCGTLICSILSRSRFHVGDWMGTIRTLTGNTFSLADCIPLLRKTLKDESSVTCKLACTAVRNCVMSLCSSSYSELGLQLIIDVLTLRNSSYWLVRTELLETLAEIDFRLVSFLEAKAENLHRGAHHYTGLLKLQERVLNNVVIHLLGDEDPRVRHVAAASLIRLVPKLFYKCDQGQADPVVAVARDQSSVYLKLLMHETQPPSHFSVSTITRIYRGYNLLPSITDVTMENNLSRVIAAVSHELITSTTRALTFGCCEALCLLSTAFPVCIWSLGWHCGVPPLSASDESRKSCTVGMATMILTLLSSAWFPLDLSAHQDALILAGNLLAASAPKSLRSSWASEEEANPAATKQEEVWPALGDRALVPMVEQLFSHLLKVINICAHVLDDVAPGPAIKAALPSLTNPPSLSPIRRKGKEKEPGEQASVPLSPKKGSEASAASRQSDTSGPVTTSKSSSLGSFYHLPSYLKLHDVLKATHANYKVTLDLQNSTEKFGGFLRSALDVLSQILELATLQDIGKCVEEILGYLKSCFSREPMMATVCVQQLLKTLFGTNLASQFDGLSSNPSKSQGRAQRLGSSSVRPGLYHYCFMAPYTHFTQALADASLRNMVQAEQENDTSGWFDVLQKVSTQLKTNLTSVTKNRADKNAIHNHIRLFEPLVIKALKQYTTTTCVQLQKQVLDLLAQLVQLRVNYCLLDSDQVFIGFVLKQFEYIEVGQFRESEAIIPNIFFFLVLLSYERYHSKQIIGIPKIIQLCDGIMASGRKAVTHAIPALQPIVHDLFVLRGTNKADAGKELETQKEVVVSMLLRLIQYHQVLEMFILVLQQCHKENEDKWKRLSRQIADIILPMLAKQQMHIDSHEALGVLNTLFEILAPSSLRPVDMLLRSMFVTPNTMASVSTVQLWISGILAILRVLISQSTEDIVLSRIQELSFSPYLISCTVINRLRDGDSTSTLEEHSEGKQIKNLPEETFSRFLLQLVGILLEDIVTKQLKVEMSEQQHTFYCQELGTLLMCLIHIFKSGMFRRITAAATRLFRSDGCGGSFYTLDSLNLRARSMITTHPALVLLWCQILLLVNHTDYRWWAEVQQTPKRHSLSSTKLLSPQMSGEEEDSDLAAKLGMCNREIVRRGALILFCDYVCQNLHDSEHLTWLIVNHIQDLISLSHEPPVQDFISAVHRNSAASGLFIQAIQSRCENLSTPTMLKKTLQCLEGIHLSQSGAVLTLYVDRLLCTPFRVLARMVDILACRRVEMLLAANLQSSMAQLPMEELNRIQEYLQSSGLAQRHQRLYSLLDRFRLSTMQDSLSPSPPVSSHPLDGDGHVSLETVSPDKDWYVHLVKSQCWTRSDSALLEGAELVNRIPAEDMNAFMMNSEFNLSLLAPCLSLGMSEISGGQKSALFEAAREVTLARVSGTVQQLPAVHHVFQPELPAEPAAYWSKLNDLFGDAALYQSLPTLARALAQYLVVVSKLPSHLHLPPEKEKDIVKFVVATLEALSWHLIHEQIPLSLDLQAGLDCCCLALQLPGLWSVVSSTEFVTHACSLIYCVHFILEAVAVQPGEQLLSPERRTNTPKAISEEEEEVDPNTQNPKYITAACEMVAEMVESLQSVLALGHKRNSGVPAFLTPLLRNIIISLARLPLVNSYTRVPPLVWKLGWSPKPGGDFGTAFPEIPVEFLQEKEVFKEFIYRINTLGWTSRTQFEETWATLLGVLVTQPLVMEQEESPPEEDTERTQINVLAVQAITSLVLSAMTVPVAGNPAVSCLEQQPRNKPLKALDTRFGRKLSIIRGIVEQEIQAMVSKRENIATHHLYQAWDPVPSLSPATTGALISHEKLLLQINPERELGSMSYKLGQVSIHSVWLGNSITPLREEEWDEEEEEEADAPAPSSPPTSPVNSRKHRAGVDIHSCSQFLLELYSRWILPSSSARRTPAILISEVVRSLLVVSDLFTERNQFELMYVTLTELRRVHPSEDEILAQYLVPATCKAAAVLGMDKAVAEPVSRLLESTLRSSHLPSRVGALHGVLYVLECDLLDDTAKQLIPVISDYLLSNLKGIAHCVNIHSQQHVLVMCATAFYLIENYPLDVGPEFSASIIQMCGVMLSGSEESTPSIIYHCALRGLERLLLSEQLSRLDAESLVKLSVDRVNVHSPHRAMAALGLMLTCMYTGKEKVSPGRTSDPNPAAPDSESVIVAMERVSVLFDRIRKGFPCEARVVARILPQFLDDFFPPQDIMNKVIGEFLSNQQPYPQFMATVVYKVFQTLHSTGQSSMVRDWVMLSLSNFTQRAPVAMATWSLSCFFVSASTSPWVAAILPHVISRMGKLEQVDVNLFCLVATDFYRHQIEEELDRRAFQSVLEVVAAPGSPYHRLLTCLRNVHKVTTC
# Starred values were filed as active, the others as inactive; i = inactive; . = no result given; & = joins results of further samples. Rule as the data show it: active = inhibition above about 50%; inactive = the rest. This is a random part of the collection; about 3.5% have a hit in one of these screens.
SMILES,Pf apPOL inh,mHTT CaM bind
Cc1nnc(NC(=O)CSc2nc3c(c(=O)n2-c2ccccc2)SCC3)s1,0,-4
COc1ccc(NC(=O)N2CCOc3ccc(Cl)cc32)cc1OC,-9,18
CCOc1ccccc1N=Cc1c(O)n(-c2ccccc2C)c(=O)c2ccccc12,8,21
CC(C)N1CCN(C(=O)c2cn3ccnc(-c4ccccc4)c3n2)CC1,2,-5
Cc1nnc(NC(=O)CSc2nc3c([nH]c4ccccc43)c(=O)n2-c2ccccc2)s1,-2,-11
Cc1ccc(NS(=O)(=O)c2ccc(F)cc2)cc1Cl,1,-16
CCOc1cccc(N2C(=O)CC(NCCc3ccc(S(N)(=O)=O)cc3)C2=O)c1 (stereo not drawn),-3,6
O=C(c1ccc(F)cc1)N1CCN(c2ccc([N+](=O)[O-])c(Sc3ccccn3)c2)CC1,-3,22
CC(C)(C)NC(=O)c1ccc2c(c1)CCO2,-5,.
O=C(c1cc2cc(Cl)ccc2[nH]1)N1CCOCC1,0,-2
Cc1oc(C2CCN(C(=O)c3ccco3)CC2)nc1C(=O)N1CCOCC1,-2,2
O=C(Nc1ccc(I)cc1)c1cccc(S(=O)(=O)N2CCCC2)c1,-4,-4
COc1ccc(CCNC(=O)NCC(C)(O)C2CC2)cc1 (stereo not drawn),-5,-17
N#Cc1csc(-c2ccc(F)cc2F)n1,-5,.
O=C(Cc1nnc(-c2cccc(F)c2)o1)N1CCCCC1,-2,-1
CC(NC(=O)c1cc(-c2ccc(F)cc2)cn1C)c1cccnc1 (stereo not drawn),-5,26
CCOC(=O)CNC(=O)Nc1ccccc1,-10&-15,.
COc1ccccc1C1=NOC(C(=O)Nc2ccc(C#N)cc2)C1 (stereo not drawn),-3,-4
COc1cc(C(=O)Nc2ccc(C(C#N)=Cc3ccc4c(c3)OCO4)cc2)cc(OC)c1OC,-2,.
COc1ccc(C)cc1NC(=O)N1CC2CC(NC(=O)c3cccs3)C1C2 (stereo not drawn),-4,4

# Retrieved by structure from above:
SMILES,Pf apPOL inh,mHTT CaM bind
COc1ccc(CCNC(=O)NCC(C)(O)C2CC2)cc1 (stereo not drawn),-5,-17
COc1cc(C(=O)Nc2ccc(C(C#N)=Cc3ccc4c(c3)OCO4)cc2)cc(OC)c1OC,-2,.

# Next entries follow.
SMILES,Pf apPOL inh,mHTT CaM bind
CC1(C)CC1C(=O)Nc1ccccc1[N+](=O)[O-] (stereo not drawn),-12,7
CC(C)Cn1cc(C(=O)NCc2ccc(F)cc2)c2c3ccccc3n(C)c2c1=O,-1,9
CCCOc1ccc(/C=C/C(=O)c2cccs2)cc1OCC,-3,-83
CCOc1ccc(N/C=C/C(=O)c2cccs2)c([N+](=O)[O-])c1,-5,38
CCOC(=O)c1ccc(NC(=S)NC(=O)c2ccccc2)cc1,6,.
O=C(Nc1nnc(-c2ccno2)o1)C1CCCN1S(=O)(=O)c1ccc(F)cc1 (stereo not drawn),8,7
NC(=S)c1cnccc1C(F)(F)F,5,.
COc1ccc(C2C=C(c3ccc(F)cc3)Nc3nc4ccccc4n32)c(OC)c1 (stereo not drawn),-4,-8
COCCN(CCOC)Cc1c(O)ccc2c1OC(=Cc1c[nH]c3ccccc13)C2=O,-28,45
COc1ccc(NC(=O)CCCc2ccccc2)cc1OC,2,1
COc1cccc2ccc(/C=C/c3ccc4c(c3)OCO4)nc12,-2,-7
CC1(C)CCCC2=C1CC1C(=O)NN(c3ccccc3)C(=O)C1C2 (stereo not drawn),-4,8
Clc1cccc(Cl)c1SCCc1ccccn1,-4,-45
CCOc1ccc(NC(=O)C(=O)Nc2cc(C)ccc2OC)cc1,-3,3
O=C(c1ccccc1)N1CCN(c2ccc([N+](=O)[O-])cc2Cl)CC1,-1,4
O=S1(=O)C=C[C@H](COCc2ccccc2)N1,4,1
O=C1OC(c2ccc(Cl)cc2)=N/C1=C\c1ccccc1O,5,6
O=C(CN1CCN(Cc2ccccc2)CC1)NC1C2CC3CC(C2)CC1C3 (stereo not drawn),-10,25
Cc1cc(S(=O)(=O)N(CCCC(=O)O)Cc2ccc(Br)cc2)ccc1F,26,1
COc1cc(OC)c(NC(=O)N2CC(C)Oc3ccccc32)cc1Cl (stereo not drawn),-3,0
CCCCC(=O)Nc1ccc2c(c1)CC(C(=O)NC1CCCCCC1)CO2 (stereo not drawn),-3,6
Cc1nc(C(=O)Nc2cc(F)ccc2F)c(C)o1,0,-14
COc1ccc(C2C(=C(O)c3ccc(F)cc3)C(=O)C(=O)N2CCN2CCOCC2)c(OC)c1 (stereo not drawn),-18,3
O=C(c1ccco1)N1CCCC1c1nc(-c2ccc(F)cc2F)no1 (stereo not drawn),-3,-5
COc1ccccc1-c1noc(C2CCCN2C(=O)c2n[nH]c3ccccc23)n1 (stereo not drawn),-1,2
CC1(C)c2ccccc2-c2ccccc21,3,.
COc1ccc(CNC(=O)c2cc3n(n2)CCCN(Cc2ccc(F)cc2)C3=O)cc1,-2,10
N=C1C(=S)N(c2ccc(Cl)c(Cl)c2)C(=O)N1c1ccc(Cl)c(Cl)c1,-8,.
C[C@@H]1COc2cccc(N3CCSCC3)c2S(=O)(=O)N1,-3,-9
COc1ccc(Cc2nnc(NC(=O)Nc3ccc(Cl)cc3)s2)cc1OC,-4&0,-1&-3
COc1ccc(C2CC(C(F)(F)F)n3ncc(C(=O)Nc4cc(C)cc(C)c4)c3N2)cc1OC (stereo not drawn),1,5
NCCC1CCCCCC(=O)N1 (stereo not drawn),-1,0
NC(=O)CSc1nnc2c3ccccc3n(CCc3ccccc3)c2n1,0,13
Cc1ccc(S(=O)(=O)N2CCN(S(=O)(=O)c3ccc(C)c([N+](=O)[O-])c3)C2)cc1,-4,7
O=C(CSCc1ccccc1)OCc1cc(-c2ccc3c(c2)OCO3)on1,-27,-51
COc1cc(C(=O)N2CC(C)CC(C)C2)c([N+](=O)[O-])cc1OC (stereo not drawn),-2,4
COc1cc(C2C(N3C(=O)c4ccccc4C3=O)C(=O)N2c2ccc(C)cc2)cc(OC)c1OC (stereo not drawn),17,21
CN1C(=O)c2ccccc2C(C(=O)Nc2ccc(F)c(Cl)c2)C1c1cccs1 (stereo not drawn),-6,-3
O=C(Nc1ccccc1)c1cc(S(=O)(=O)N2CCOCC2)cs1,6,2
CC1CCC2(CC1)NC(=O)N(CC(=O)Nc1ccc3c(c1)OCCO3)C2=O (stereo not drawn),-8,11

# Of the compounds above, four have an NH in an aromatic ring.
SMILES,Pf apPOL inh,mHTT CaM bind
Cc1nnc(NC(=O)CSc2nc3c([nH]c4ccccc43)c(=O)n2-c2ccccc2)s1,-2,-11
O=C(c1cc2cc(Cl)ccc2[nH]1)N1CCOCC1,0,-2
COCCN(CCOC)Cc1c(O)ccc2c1OC(=Cc1c[nH]c3ccccc13)C2=O,-28,45
COc1ccccc1-c1noc(C2CCCN2C(=O)c2n[nH]c3ccccc23)n1 (stereo not drawn),-1,2

# Back to the main list; the two compounds before the break are reprinted first.
SMILES,Pf apPOL inh,mHTT CaM bind
O=C(Nc1ccccc1)c1cc(S(=O)(=O)N2CCOCC2)cs1,6,2
CC1CCC2(CC1)NC(=O)N(CC(=O)Nc1ccc3c(c1)OCCO3)C2=O (stereo not drawn),-8,11
NS(=O)(=O)c1cccc(NS(=O)(=O)c2ccccc2)c1,18,.
CSCc1csc(NC(=O)NCc2ccc(F)cc2)n1,1,4
CC(=O)c1cnc2c(-c3cccc(Br)c3)cnn2c1C,-2,-4
Cn1c(OCc2cccnc2)nc2c1c(=O)n(Cc1ccc(F)cc1)c(=O)n2C,-6,4
CC(C)NC(=O)c1csc(COc2cccc(F)c2)n1,-9,-7
CCn1cnnc1C1CCCN(C(=O)c2ccc(C)s2)C1 (stereo not drawn),4,-2
COc1ccc(C(=O)N2CCC3(CC2)NC(=O)c2cc(F)ccc2N3C)c(OC)c1,-1,5
CCN1c2cc(Cl)ccc2C(=O)NC12CCN(C(=O)Nc1ccccc1C)CC2,-4,5
COc1ccc(S(=O)(=O)NCC(O)c2ccsc2)c(C)c1 (stereo not drawn),-3,-4
CCNC(=O)N1CCc2nc(-c3ccc(OC)cc3)ncc2C1,-1,-8
CCCN(CCC)S(=O)(=O)c1ccc(C(=O)Nc2nc3c(OCC)cccc3s2)cc1,-3,24
COCCCn1c(=N)c(C(=O)NC(C)c2ccccc2)cc2c(=O)n3cccc(C)c3nc21 (stereo not drawn),-2,6
CCOC(=O)CNC(=O)CSc1nnc(C)s1,-4,.
CCC(=O)Nc1nc(-c2ccc(Br)cc2)nc2c1c(=O)oc1ccccc12,-4,3
COc1ccc(N(Cc2cccc(C(F)(F)F)c2)S(C)(=O)=O)cc1,-1,25
CCn1cnc2ccc(C(=O)NC(C)C)cc2c1=O,8,2
CC1=C(C(=O)Nc2nc3ccccc3s2)C(c2ccc(F)cc2)C2=C(CCCC2=O)N1 (stereo not drawn),0,-24
Cc1ccc(-c2cc(C(=O)N3CCC(C)CC3)ccn2)s1,12,-3
CSc1ccc(CNC(=O)c2ccc3c(c2)nc2n3CCC(C)C2)cc1 (stereo not drawn),-6,7
CNC(=O)c1ccc(CN(C(C)C)C(C)C)o1,2,-2
Cc1ccc(N2CCC(NC(=O)Nc3ccccc3)C2=O)cc1 (stereo not drawn),-6,-3
CC1CCCCC1NC(=O)CC1CS(=O)(=O)CC1CC(=O)NC1CCCCC1C (stereo not drawn),1,-7
Cc1ccc(C(=O)NCCC(C)C)c(C2CCNCC2)n1,-4,5
CCN1c2cc(C)ccc2-n2cccc2C12CCN(C(=O)NCc1ccco1)CC2,-4,84*
N#CC1=C(N)Oc2c(c(=O)[nH]c3ccccc23)C1c1ccc(O)cc1 (stereo not drawn),-5,15
O=C1CCC(c2ccc(-n3ccnc3)cc2)=NN1,3,.
O=C(CN(c1cccc(C(F)(F)F)c1)S(=O)(=O)c1ccccc1)Nc1cccc(Cl)c1,22,86*
CN1CCN(c2nc3ccc(NC(=O)Cc4ccc(F)cc4)cc3s2)CC1,1,3
CCOCCCNC(=O)C1CCN(c2nccnc2Sc2ccccc2)CC1,0,-5
COc1ccc(Cl)cc1NC(=O)Cn1nc2c(cc1=O)CCCC2,-1,7
O=C(Nc1ccc(N2CCCN(Cc3ccc(F)cc3F)C2=O)cc1)C1CCC1,-6,4
COc1ccc(C2=NC3(CCCCC3)N(CC(=O)Nc3ccc(C)cc3)C2=O)cc1,-2,-8
O=C(O)CSc1nc(-c2ccccc2)cs1,-6,0
CC1=C(C(=O)Nc2ccc(C(C)C)cc2)C2(CCCCC2)OC1=O,9,-8
Cc1cccc2cc(CC3CC(c4ccccc4)=NN3C(=O)CCCC(=O)O)c(Cl)nc12 (stereo not drawn),-3,9
Cc1ccc(C(c2ccc(C)o2)c2ccccc2Br)o1,-1,-16
COc1cccc(NS(=O)(=O)c2ccc3c(c2)CC(C)N3C(C)=O)c1 (stereo not drawn),-4,-7
CCn1ccnc1C(O)(c1ccccc1)c1ccc(C)cc1 (stereo not drawn),0,4
CC12CC(NC(=O)N1c1ccccc1)c1cc(Cl)ccc1O2 (stereo not drawn),-6,1
CCOC(=O)NNC(=S)NC1CCCCC1,-10,.

# Full records, quoted from the list.
# COc1ccc(C2=NC3(CCCCC3)N(CC(=O)Nc3ccc(C)cc3)C2=O)cc1 across the screens: Pf apPOL inh = -2; mHTT CaM bind = -8
# CCOC(=O)NNC(=S)NC1CCCCC1 across the screens: Pf apPOL inh = -10; mHTT CaM bind = .
# N#CC1=C(N)Oc2c(c(=O)[nH]c3ccccc23)C1c1ccc(O)cc1 (stereo not drawn) across the screens: Pf apPOL inh = -5; mHTT CaM bind = 15

# (cont.)
SMILES,Pf apPOL inh,mHTT CaM bind
COc1ccc(Cl)cc1S(=O)(=O)N1CCC(c2noc(-c3ccccc3C)n2)CC1,-3,-20
COc1ccc(N=c2oc3c(C)ncc(CO)c3cc2C(=O)Nc2ccccc2C)c(OC)c1,1,12
Cc1cc(C)n(-c2ccc(N)cc2)n1,0&-9,.
O=C(NC1CCCCC1)C1CCCN(c2nnc3ccc(Cl)cn23)C1 (stereo not drawn),2,7
CN1CCC(NC(=O)C2CCc3sc(C(=O)N4CCCC4)cc3C2)CC1 (stereo not drawn),0,1
O=S(=O)(NCCO)c1ccc2c(c1)C(=NO)c1cc(S(=O)(=O)NCCO)ccc1-2,-3,2
COc1ccccc1-n1nnc(C(=O)Nc2ccc(C)cc2)c1N,-7,-1
Cc1cc(C(=O)c2ccccc2)ccc1OC(=O)C(C)(C)C,-1,-25
Cc1ccc(CN2C(=O)NC3(CCN(C(=O)c4cccc(N(C)C)c4)CC3)C2=O)cc1,-6,21
CN(C(=O)c1coc(=O)c2ccccc12)c1ccccc1Cl,-4,0
CCN(CC)CCNC(=O)C1CCCN(c2nc3ccc(OC)cc3s2)C1 (stereo not drawn),1,5
COc1cccc(C2C(=C(O)c3ccc(C)cc3)C(=O)C(=O)N2CCCN2CCOCC2)c1 (stereo not drawn),-2,-6
CCc1onc(C)c1C1CCCN1C(=O)Nc1cccc(Cl)c1C (stereo not drawn),8,-2
Cc1nc(C2CCCN(Cc3cccc4[nH]ccc34)C2)n[nH]1 (stereo not drawn),-7,18
CCOc1ccc(NC(=O)C2CN(S(C)(=O)=O)CC23CCCCC3)cc1 (stereo not drawn),4,13
Cc1ccc(C2CC(=O)c3c(n[nH]c3C)C2)cc1 (stereo not drawn),-9,3
COc1cccc(C2C(C(=O)Nc3ccc(C)cn3)=C(C)NC3=C2C(=O)CCC3)c1 (stereo not drawn),-3,-3
N#CCN(CC#N)C(=O)c1ccc(F)cc1,-1,-2
CC(=O)Nc1nc(C)c(-c2csc(Nc3ccc(N(C)C)cc3)n2)s1,-4,96*
N/C(=N\OC(=O)c1ccccc1F)c1ccncc1,0,i
CCSc1nnc(NC(=O)Nc2ccc(Cl)cc2)s1,2,2

# Screens deposited in PubChem by University of Kansas High Throughput Screening Laboratory.
